# RGS8-Gao – human RGS8-Galphao interaction regulation. response (percent of control binding), % at 10 µM. P09471. 220,000 tested, 0.34% active. multiplexed bead flow cytometry, RGS8-Galphao binding; actives lie on both sides; in the data active = response below about 60% or above about 140%; inactive = in between;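 also: Galphao activated as the GDP aluminium fluoride complex binding bead-coupled RGS8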
# Target sequence (P09471 whole entry, looked up): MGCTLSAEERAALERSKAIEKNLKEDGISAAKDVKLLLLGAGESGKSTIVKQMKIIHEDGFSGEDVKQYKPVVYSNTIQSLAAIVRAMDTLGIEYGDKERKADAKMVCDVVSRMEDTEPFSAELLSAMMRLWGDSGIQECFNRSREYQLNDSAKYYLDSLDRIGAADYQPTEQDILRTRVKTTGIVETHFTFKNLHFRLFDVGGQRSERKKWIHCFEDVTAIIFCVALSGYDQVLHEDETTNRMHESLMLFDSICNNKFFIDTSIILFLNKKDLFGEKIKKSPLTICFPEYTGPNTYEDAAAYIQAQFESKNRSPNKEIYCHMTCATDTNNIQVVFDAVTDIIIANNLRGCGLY
# Bim-Bcl-2 – human Bim-Bcl-2 interaction inhibition; P10415; Bead-based flow cytometry, Bim peptide-Bcl-2 binding; inhibition, % at 10 µM; 190,000 tested, 0.06% active; AID 950; in the data active = inhibition above about 40%;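 also: 0% = no compound wells with probe peptide and 100% = reference peptide inhibitor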
# RGS4-Gao reg – human RGS4-Galphao interaction regulation | binding response (% of control), % at 10 µM | P09471 | Multiplexed bead flow cytometry, RGS4-Galphao binding; actives lie on both sides | 220,000 tested, 0.33% active; in the data active = binding response below about 49% or above about 150%; inactive = in between;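 also: fluorescent Galphao activated with aluminum fluoride binding bead-coupled RGS4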
# GSH fluor – GSH bead compound fluorescence profile; fluorescence (KMESF) at 10 µM; AID 1776; 190,000 tested, 0.25% active; GSH beads flow cytometry, compound fluorescence 488/530 nm; hits give high values; in the data active = fluorescence above about 89;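 also: glutathione beads carrying GST-tagged Bcl family fusion proteins plus one bare bead set; values are compound well signal with DMSO vehicle wells as background; inactives centre near 16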
# Bcl-XL Bim block – inhibitors of Bim-Bcl-XL interaction, human. inhibition, % at 10 µM. 190,000 tested, 0.04% active. AID 1007. Bim peptide-Bcl-XL binding, bead flow cytometry, fluorescence
# Bim-Bcl-B – disrupts Bim peptide binding to human Bcl-B; inhibition, % at 10 µM; 190,000 tested, 0.073% active; bead-based flow cytometry;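 also: 0% = tracer peptide without compound and 100% = reference inhibitor peptide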
# RGS7-Gao reg – human RGS7-Galphao interaction regulation. AID 1439. Multiplexed bead flow cytometry, RGS7-Galphao binding; actives lie on both sides. binding response (% of control), % at 10 µM. 220,000 tested, 0.35% active. P09471; in the data active = binding response below about 49% or above about 150%;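 also: fluorescent Galphao held in activated GDP-AlF4 state binding bead-coupled RGS7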
# Mcl-1 Bim block – human Bim-Mcl-1 interaction inhibition; Q07820; Bead-based flow cytometry, Bim peptide-Mcl-1 binding; inhibition, % at 10 µM; 190,000 tested, 0.1% active;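 also: 0% = no compound tracer wells and 100% = peptide blocker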
# Target sequence (Q07820 whole entry, looked up): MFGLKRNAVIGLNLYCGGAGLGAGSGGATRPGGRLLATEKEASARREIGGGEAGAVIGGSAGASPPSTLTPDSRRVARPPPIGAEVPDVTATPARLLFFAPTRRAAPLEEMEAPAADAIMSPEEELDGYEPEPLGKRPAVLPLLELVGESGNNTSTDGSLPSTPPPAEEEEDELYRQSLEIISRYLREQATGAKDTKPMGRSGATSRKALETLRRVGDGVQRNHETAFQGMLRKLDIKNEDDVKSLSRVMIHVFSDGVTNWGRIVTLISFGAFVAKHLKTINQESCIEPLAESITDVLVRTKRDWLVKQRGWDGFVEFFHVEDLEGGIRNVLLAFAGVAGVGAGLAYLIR
# Bim-Bcl-W – inhibitors of Bim-Bcl-W interaction, human; 190,000 tested, 0.02% active; inhibition, % at 10 µM; AID 952; bead-based flow cytometry, Bim peptide-Bcl-W binding; Q92843;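 also: 0% = bound tracer without compound and 100% = peptide blocker; higher means less fluorescent Bim peptide bound to Bcl-W beads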
# Target sequence (Q92843 whole entry, looked up): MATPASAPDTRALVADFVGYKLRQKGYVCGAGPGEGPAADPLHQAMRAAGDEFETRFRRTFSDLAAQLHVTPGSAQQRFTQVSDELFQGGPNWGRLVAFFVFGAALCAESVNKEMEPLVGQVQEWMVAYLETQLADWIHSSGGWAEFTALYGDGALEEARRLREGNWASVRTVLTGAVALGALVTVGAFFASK
# Mcl1-Bid inh – disrupts binding of human Mcl-1 to Bid peptide; inhibition, % at 21.7 µM; TR-FRET Mcl-1/Bid-Dy647 peptide binding, 1536-well; 220,000 tested, 0.97% active; Q07820;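 active = compounds that cut the binding signal by more than half at the single screening dose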;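 also: His-tagged Mcl-1 with europium anti-His antibody binding Bid BH3 peptide; 0% = Mcl-1 plus peptide wells and 100% = peptide-only wells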
# Bim-Bfl-1 – disrupts Bim binding to human Bfl-1; Q16548; Bead-based flow cytometry, Bim-Bfl-1 binding inhibition; inhibition, % at 10 µM; 190,000 tested, 0.12% active; AID 1008;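 also: 0% = wells without compound plus tracer and 100% = blocker peptide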
# * marks the source's active call; other numbers are inactive results; · = no result given. Rule as the data show it, unless noted: active = inhibition above about 40%.
RGS8-Gao	Bim-Bcl-2	RGS4-Gao reg	GSH fluor	Bcl-XL Bim block	Bim-Bcl-B	RGS7-Gao reg	Mcl-1 Bim block	Bim-Bcl-W	Mcl1-Bid inh	Bim-Bfl-1	smiles
101	2	100	12	2	2	104	-2	1	1	1	Cc1nc2ccc(S(=O)(=O)NCC(=O)NCCN3CCCCCC3)cc2s1
101	-7	99	25	10	-11	102	-3	0	1	-10	Cc1cc(C)n(CCc2nc(-c3ccc(C)o3)cs2)n1
100	-6	100	17	-6	-6	101	-3	-2	-7	-12	N#C/C(=C\c1cccc([N+](=O)[O-])c1)C(=O)NCc1cccnc1
78	3	74	34	8	9	73	0	4	-38	1	Cc1ccccc1-c1noc(N)c1C#N
99	-2	98	10	-5	-6	102	-3	-2	-14	-2	CN(C)c1ccc(N=Nc2ccccc2C(=O)OCC(=O)Nc2ccccc2C(F)(F)F)cc1
97	0	101	30	0	0	97	1	3	-77	-4	COC(=O)c1ccc(C(=O)OC)c(NC(=O)CSc2cccc[n+]2[O-])c1
103	-5	103	47	-7	-5	109	1	3	-10	-9	CC(C)C(c1nnnn1Cc1ccccc1)N1CCC(C(N)=O)CC1 (stereo not drawn)
95	-8	92	29	-8	-9	94	-4	-4	-8	-16	Cc1ccccc1NC(=S)NC(NC(=O)COc1ccccc1)C(Cl)(Cl)Cl (stereo not drawn)
101	-3	98	16	0	-1	104	-1	0	8	-4	O=C(COc1ccccc1C(=O)O)Nc1ccc(SC(F)F)cc1
·	4	·	17	-1	-1	·	-2	-2	-10	5	Cc1cc(=O)n(CC(C)O)c(O)c1C#N (stereo not drawn)
99	-10	100	32	-1	-7	105	0	1	-10	-14	CO/N=C/NC(=O)NOCc1c(Cl)cccc1Cl
96	-2	99	23	1	-2	93	-4	-3	-3	-5	O=C1c2ccccc2C(=O)N1CCc1nc2ccccc2c(=O)n1-c1ccccn1
102	-2	105	27	-1	-3	107	-1	-2	1	0	CCOc1ccc(OCc2ccc(C(=O)N3CCc4ccccc4C3)o2)cc1
104	-3	102	15	-3	-5	103	0	-2	-12	-6	O=S(=O)(c1ccccc1)c1nc(NC2CC2)sc1Cl
102	-4	101	20	1	-6	96	-1	-3	-42	-5	Cc1cccc(-n2cc(CNCCN3CCOC3=O)c(-c3cccc(F)c3)n2)c1
99	0	104	15	-1	0	104	-1	0	64*	0	CC(C)CCNC(=O)c1csc2c1CCCCC2
101	-3	100	16	-1	-6	102	-2	-3	2	0	CCS(=O)(=O)c1ccc(-c2csc(-c3ccc(Cl)cc3)n2)c(Cl)c1Cl
83	2	95	7	-3	-20	109	-7	1	-18	32	S=C1NC2=C(CCC/C2=C\c2ccccc2)C(c2ccccc2)N1 (stereo not drawn)
100	-3	100	15	0	-3	98	1	-2	-19	-4	CC1CC(C)C[N+](=C2C=C(N3CCCC3)CC(C)(C)C2)C1 (stereo not drawn)
105	-7	109	17	-9	-9	103	-5	-7	-40	-13	O=C(NC(=S)NNS(=O)(=O)c1ccccc1)c1ccccc1[N+](=O)[O-]
100	-2	98	8	-1	-5	99	-2	-1	-50	-3	COc1cc(/C=C2\C(=O)NN(c3ccccc3)C2=O)ccc1OCC(N)=O
102	0	102	12	0	-4	99	-2	-1	-11	-7	CC1CCCCN1C(=O)COC(=O)/C=C/c1ccc2ccccc2n1 (stereo not drawn)
90	-3	94	11	-4	-7	91	-5	-2	-14	-8	Cc1nn(S(=O)(=O)c2ccc(Cl)cc2)c(C)c1Sc1ccc([N+](=O)[O-])cc1
103	-1	102	19	0	0	98	0	0	-29	0	Cc1c(C(=O)C(C)C)n(C)c2ccccc12
97	-1	93	5	-1	2	92	4	1	-76	0	CCN1C(=O)c2cccc3c(NS(=O)(=O)c4ccc(NC(C)=O)cc4)ccc1c23
105	-10	101	27	-5	-6	106	-3	-1	12	-18	COCCOc1ccc(C(F)(F)F)cc1NC(=O)COC(=O)c1c(C)noc1C
97	-3	100	71	-3	0	97	5	-1	-9	-1	CCn1c(O)c(N=NC(=O)c2cccs2)c2ccccc21
103	-6	103	14	-6	-6	103	-2	-5	55*	-4	CN(Cc1ccccc1)C(=O)C1CCN(Cc2ccc(F)cc2)CC1
98	1	95	10	-1	0	96	0	3	-25	0	COc1cc(OC)cc(C(=O)NNC(=O)c2ccc(S(=O)(=O)N3CC(C)OC(C)C3)cc2)c1 (stereo not drawn)
106	-7	109	16	-4	-3	101	-1	-3	-25	-4	Cc1cc2c(cc1C)N(C(=O)CSc1nncn1C)C(C)(C)c1ssc(=S)c1-2

# Given tab-delimited: five of the compounds above.
Structure	RGS8-Gao	Bim-Bcl-2	RGS4-Gao reg	GSH fluor	Bcl-XL Bim block	Bim-Bcl-B	RGS7-Gao reg	Mcl-1 Bim block	Bim-Bcl-W	Mcl1-Bid inh	Bim-Bfl-1
S=C1NC2=C(CCC/C2=C\c2ccccc2)C(c2ccccc2)N1 (stereo not drawn)	83	2	95	7	-3	-20	109	-7	1	-18	32
CC1CC(C)C[N+](=C2C=C(N3CCCC3)CC(C)(C)C2)C1 (stereo not drawn)	100	-3	100	15	0	-3	98	1	-2	-19	-4
O=C(NC(=S)NNS(=O)(=O)c1ccccc1)c1ccccc1[N+](=O)[O-]	105	-7	109	17	-9	-9	103	-5	-7	-40	-13
COc1cc(/C=C2\C(=O)NN(c3ccccc3)C2=O)ccc1OCC(N)=O	100	-2	98	8	-1	-5	99	-2	-1	-50	-3
CC1CCCCN1C(=O)COC(=O)/C=C/c1ccc2ccccc2n1 (stereo not drawn)	102	0	102	12	0	-4	99	-2	-1	-11	-7

# Next entries follow.
RGS8-Gao	Bim-Bcl-2	RGS4-Gao reg	GSH fluor	Bcl-XL Bim block	Bim-Bcl-B	RGS7-Gao reg	Mcl-1 Bim block	Bim-Bcl-W	Mcl1-Bid inh	Bim-Bfl-1	smiles
101	-6	106	15	-6	-7	102	-2	-4	5	-4	O=C(CSc1ncn[nH]1)Nc1c(Br)cc([N+](=O)[O-])cc1Br
102	0	103	22	-1	-2	105	-1	-1	-17	0	CCCc1cc(=O)n2[nH]c(-c3cc(OC)c(OC)c(OC)c3)nc2n1
100	-3	100	15	-1	0	101	-5	1	-29	-2	COc1ccc(C2NC3=C(CCC3)C3(C#N)C4(N=C(N)C23C#N)OCCO4)cc1 (stereo not drawn)
103	-8	107	15	-1	-5	104	-3	-1	-36	-7	O=C(NCCc1cnn(-c2ccccc2)c1)c1cc(COc2c(F)cccc2F)on1
101	-1	100	16	-1	-4	95	-2	-2	-11	-1	N=c1c2c(-c3ccccc3)c(-c3ccccc3)oc2ncn1CCCN1CCOCC1
98	-8	100	12	-5	-4	100	0	0	-3	-14	N=c1ccn(Cc2ccc(Cl)c(Cl)c2)cc1
96	0	86	10	0	0	96	0	-3	0	0	CCNC(=O)CP(=O)(c1ccccc1)c1ccccc1
104	-4	104	15	-2	-7	107	-2	-1	-32	-3	O=[N+]([O-])c1cccc(Nc2nc(Cl)nc(Cl)n2)c1
99	-4	97	13	-5	-9	96	-1	-2	-5	-15	CC(C)Cc1nc(Cl)c(C#N)c2c1CCCC2
85	1	86	14	0	-1	85	0	0	-5	1	COC(=O)c1ccccc1NC(=O)C1CC(=O)N(c2ccc(F)cc2)C1 (stereo not drawn)
105	-3	103	13	-9	-10	102	-5	-2	-72	0	CC1=NN(c2ccc(C)cc2)C(=O)/C1=C\C=C\c1ccccc1
103	5	100	19	-1	-5	99	0	3	-55	4	CO/N=C(\C(=O)N[C@@H]1C(=O)N2C(C(=O)O)=C(COC(N)=O)CS[C@H]12)c1ccco1
102	0	101	12	-3	-2	101	-1	0	-34	-1	COc1cc(C(=O)NC(CCSC)C(=O)OCc2cc([N+](=O)[O-])cc3c2OCOC3)cc(OC)c1OC (stereo not drawn)
102	-9	102	29	-30	-11	98	-2	-4	-24	-10	CCOC(=O)Cc1nc2ccccc2[nH]1
101	-8	104	19	-3	-6	100	5	0	15	-15	COc1cc(C2C(C(=O)c3ccc(C)o3)=C(O)C(=O)N2c2cc(C)on2)ccc1O (stereo not drawn)
101	-2	102	7	-2	-4	107	-2	-1	-11	0	C/C(=N/NC(=O)C1CCN(S(=O)(=O)c2ccc(C)cc2)CC1)c1cccc([N+](=O)[O-])c1
116	-3	103	13	-7	-9	102	-3	-1	23	0	Cc1[nH]c2ccccc2c1C(=O)COC(=O)c1cccc(S(=O)(=O)N2CCCCC2)c1
97	-3	96	6	-2	-6	98	2	-1	-7	-7	Cc1cc(NS(=O)(=O)c2ccc(NC(=O)C(c3ccccc3)c3ccccc3)cc2)no1
101	-4	103	16	-2	-6	102	1	-1	4	-8	CCOC(=O)Nc1ccc2ncn(C)c(=O)c2c1
98	-3	101	12	-1	-2	98	-2	-2	-7	-6	Cc1ccc(C)c(NC(=O)CN(C)C(=O)[C@@H](NC(N)=O)C(C)C)c1
98	1	102	52	-1	0	98	3	-1	1	-1	CC(C)CCNc1nnnc2c1sc1nc(N3CCOCC3)c3c(c12)CC(C)(C)SC3
101	0	90	50	0	0	91	0	0	5	-2	COc1ccc(S(=O)(=O)Nc2ccccc2C(=O)NC(C)C)cc1OC
98	-9	99	11	-2	-10	97	-3	-1	5	-14	C=CCN(CC=C)c1cnn(-c2nc3ccccc3[nH]2)c(=O)c1Cl
96	1	91	21	1	0	93	0	0	-1	5	CSc1ccc(C#N)cc1NC(=O)c1ccc(Cl)cc1Cl
101	-1	98	10	-1	0	111	-2	-1	-11	-6	CCOc1ccc(NC(=O)c2nn(-c3ccc(OC)cc3OC)c(=O)c3ccccc23)cc1
97	-5	101	18	-3	-3	91	-1	-1	9	-1	O=C(O)COc1ccc(NC(=O)c2cccs2)cc1
104	-2	104	17	-2	-1	101	-3	-2	20	-1	Cc1cccc(CSc2nnc(NC(=O)c3ccco3)s2)c1
97	2	96	44	13	10	99	5	15	-3	8	Cc1c([N+](=O)[O-])c([N+](=O)[O-])nn1CC(=O)NCc1cccnc1
99	-3	100	7	-2	-2	101	-1	-3	-7	-5	O=C(O)COc1ccc(/C=C2\SC(=Nc3ccccc3)N(c3ccccc3)C2=O)cc1
101	-11	94	11	-13	-15	98	-9	-12	19	-9	O=C(Nc1ccc(Cl)cc1)Nc1nnc(SCc2ccc(Cl)cc2)s1
99	1	97	22	1	1	100	3	0	-4	0	Cn1c(Cn2cnc3ccccc32)nc2ccccc21
98	-2	97	21	1	-1	96	-1	1	-12	0	CCN(Cc1ccccc1)C(=O)Cn1cnc2c1c(=O)n(C)c(=O)n2C
103	0	99	28	0	1	101	-3	-3	6	-2	CC(C)OC(=O)CSc1nc(-c2ccc(F)cc2)nc2ccc(F)cc12
·	0	·	17	0	-9	·	0	5	-15	-6	COc1ccc(OC)c(S(=O)(=O)N2CCC(C(=O)NCCc3ccc(OC)c(OC)c3)CC2)c1
101	-6	98	51	2	-16	104	-4	1	1	-6	CCn1c(CSc2nc(C)cc(C)n2)nnc1SCC(=O)N1CCCc2ccccc21
103	0	99	23	1	-1	97	0	4	-19	-2	O=c1[nH]ncc2c3ccccc3n(Cc3cccc(Cl)c3)c12
103	-1	98	11	-1	-3	98	0	1	7	-1	COc1ccc([N+](=O)[O-])cc1N(CC(=O)NC1CCCCC1)S(C)(=O)=O
96	-5	91	12	-3	-2	91	-7	-3	-28	0	CC(=O)C1(C)N(O)C(C)(C)C(c2ccco2)=[N+]1[O-] (stereo not drawn)
99	0	103	11	0	-4	103	-1	-2	-1	0	COc1cc(SC)ccc1C(=O)Nc1ccc(Cl)cn1
112	-5	103	10	-4	-2	110	-1	-4	-41	-4	CCOC(=O)Nc1cccc(OCC(=O)Nc2ccccc2OC)c1
103	-2	97	26	0	-7	101	3	2	-90	-6	CCn1c(O)c(C=Nc2ccccc2)n(-c2ccccc2)c1=S
